High-throughput results deposited in PubChem by several laboratories.
Candida biofilm = kills Candida albicans biofilms; C. albicans biofilm + clotrimazole, Alamar Blue; inhibition, % at 6 µM; hit rate 0.14% among 85,000; AID 834;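 active = inhibition above 20%; inactive = inhibition below 20%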;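 note: preformed 24 hr biofilms exposed to compound for 48 hr; 0% = biofilm without compound and 100% = blank killed by clotrimazole plus chlorhexidine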
CYP2C9 act = increases human cytochrome P450 2C9 activity; hit rate 1.4% among 96,000; activation factor at 5 µM; recombinant CYP2C9, luciferin-H conversion, luminescence; hits give high values; factor 1 = untreated enzyme, 0 = blocked; P11712; AID 1024;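 active = activation factor of 2 or more for CYP2C9 at a 5 µM dose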;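 note: 0 = sulfaphenazole-blocked wells and 1 = vehicle-only wells; values of inactives mirror those of a sister screen read the other way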
Target sequence (P11712 whole entry, looked up): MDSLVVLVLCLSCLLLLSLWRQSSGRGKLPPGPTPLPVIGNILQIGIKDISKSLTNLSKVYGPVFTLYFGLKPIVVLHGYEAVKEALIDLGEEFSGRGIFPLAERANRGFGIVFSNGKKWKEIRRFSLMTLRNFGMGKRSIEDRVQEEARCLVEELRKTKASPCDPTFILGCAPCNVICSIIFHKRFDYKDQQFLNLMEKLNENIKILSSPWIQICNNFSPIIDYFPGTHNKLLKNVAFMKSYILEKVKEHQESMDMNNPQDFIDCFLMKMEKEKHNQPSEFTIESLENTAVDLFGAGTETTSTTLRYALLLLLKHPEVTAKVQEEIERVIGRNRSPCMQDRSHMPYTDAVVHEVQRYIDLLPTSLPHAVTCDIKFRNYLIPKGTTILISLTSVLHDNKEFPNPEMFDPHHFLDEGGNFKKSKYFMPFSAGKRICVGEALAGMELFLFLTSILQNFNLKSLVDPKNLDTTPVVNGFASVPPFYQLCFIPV
PLK1 kinase inh = inhibitors of human PLK1 kinase; recombinant PLK1 kinase, TR-FRET peptide phosphorylation; inhibition, % at 10 µM; AID 619; hit rate 0.53% among 97,000; P53350;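 active = inhibition of 50% or more in the single-concentration screen; inactive = inhibition below 50%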;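 note: 0% = DMSO max control and 100% = H-89 dihydrochloride min control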
PTPN22 inh 2 = LYP (human) phosphatase inhibition | hit rate 0.21% among 96,000 | Q9Y2R2 | inhibition, % at 2 µM | recombinant LYP catalytic domain, DiFMUP fluorescence;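 active = inhibition at 2 µM at or above a set limit, the screen mean plus 3 SD, cut at about 24% in these data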;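 note: 0% = DMSO with enzyme and 100% = enzyme fully blocked by orthovanadate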
PTPN22 act = increases human PTPN22 phosphatase activity. Q9Y2R2. recombinant LYP, DiFMUP fluorescence; 0 = plate median, 100 = signal doubled. activation, % at 2 µM. hit rate 0.11% among 96,000. AID 697;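 active = activation at 2 µM above a set limit, the mean plus 5 SD, cut at about 37% in these data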
EphB4 ephrin blk = blocks human EphB4 binding to ephrin-B2 | EphB4 LBD / TNYL-RAW-Alexa532 peptide, fluorescence polarization | inhibition, % at 7 µM | hit rate 0.15% among 97,000 | AID 720;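 active = inhibition above the screen-wide mean inhibition plus 3 SD, cut at about 15% in these data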;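 note: 0% = DMSO wells and 100% = excess unlabeled TNYL-RAW peptide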
HIV Rev-RRE inh = HIV Rev-RRE protein-RNA interaction inhibition | hit rate 0.79% among 97,000 | inhibition, % at 8 µM | AID 704 | P05866 | Rev peptide-RRE RNA binding, FRET;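 active = inhibition above the screen-wide mean plus 3 SD, cut at about 35% in these data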;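 note: 0% = median DMSO wells and 100% = median Neomycin B control wells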
Target sequence (P05866 whole entry, looked up): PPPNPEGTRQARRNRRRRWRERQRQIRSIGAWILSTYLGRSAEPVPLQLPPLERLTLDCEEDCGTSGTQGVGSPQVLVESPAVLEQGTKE
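Test system – labelled RRE RNA duplex and labelled Rev peptide · Reagent – labelled Rev peptide · Doses – one concentration, 8 µM nominal · Incubation – 5 + 15 min at 25 °C · Signal – FRET fluorescence readout · Read-out basis – % inhibition of FRET ratio versus controls · Control set – DMSO wells as 0% and neomycin B wells as 100% inhibition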
CYP2C9 inhib = human CYP2C9 inhibition | P11712 | CYP2C9 Supersomes, luciferin-H conversion, luminescence | inhibition, % at 5 µM | hit rate 20% among 96,000 | AID 777;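 active = blocking of liver enzyme CYP2C9 beyond about 50% at 5 µM, limit read from the data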; note: values of inactives mirror those of a sister screen read the other way
Plk1 PBD FP = inhibitors of human Plk1 polo box domain binding | inhibition, %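 (tested at about 20 µM)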 | Plk1 PBD phosphopeptide binding, fluorescence polarization | P53350 | hit rate 0.13% among 97,000; in the data active = inhibition above about 34%, passing the limit was not always enough
The depositor's hits bear a star; . = no result given.

A first look:
mol	Candida biofilm	Plk1 PBD FP	PTPN22 act	CYP2C9 act	CYP2C9 inhib	EphB4 ephrin blk	PLK1 kinase inh	PTPN22 inh 2	HIV Rev-RRE inh
COCCNC(=O)c1cc(-c2ccc3c(c2)OCO3)on1	4	-3	-2	1	0	-14	-14	-1	0
CC1CCN(CCCCOc2ccc([N+](=O)[O-])cc2)CC1	.	7	-5	1	-1	5	-5	9	1

The whole of this part, from the start:
mol	Candida biofilm	Plk1 PBD FP	PTPN22 act	CYP2C9 act	CYP2C9 inhib	EphB4 ephrin blk	PLK1 kinase inh	PTPN22 inh 2	HIV Rev-RRE inh
COCCNC(=O)c1cc(-c2ccc3c(c2)OCO3)on1	4	-3	-2	1	0	-14	-14	-1	0
CC1CCN(CCCCOc2ccc([N+](=O)[O-])cc2)CC1	.	7	-5	1	-1	5	-5	9	1
OCCNC(=S)NC1CCCCC1	-1	4	-8	1	-5	5	-4	7	5
Fc1ccc2nc(-c3ccccc3)nc(SCc3nnc(-c4ccccc4)o3)c2c1	7	-6	-11	0.2	77*	12	-29	10	12
CC1(C)c2ccccc2N2CCC(=O)NC21/C=C/c1ccco1 (stereo not drawn)	7	2	4	0.5	52*	8	-5	-5	7
Cc1cc(NS(=O)(=O)c2ccc(Nc3nc(-c4sc(NC(=O)c5ccccc5)nc4C)cs3)cc2)no1	4	-10	6	0.3	75*	4	-5	-5	-1
Cc1c(NC(=O)C(C#N)=C2CCCCC2)c(=O)n(-c2ccccc2)n1C	-5	21	8	1.3	-28	-7	-11	-11	6
CC(C)(C)C(=O)CNS(=O)(=O)c1ccc(S(=O)(=O)NC2CCCC2)cc1	5	-4	1	0.5	47	0	-2	-2	8
CCOC(=O)C1=C(c2ccccc2)N(C)C(=O)NC1c1ccc(OC(F)F)c(OC)c1 (stereo not drawn)	6	-3	-3	0.2	83*	1	-8	2	8
C=CCn1c(SCC(=O)NC(=O)NCCC)nnc1C1CCCCC1	-3	15	-13	0.3	66*	7	-12	16	-3
CCCn1nnc(NC(=O)C(c2ccccc2)c2ccccc2)n1	4	-27	2	0.6	42	-2	-11	-2	-2
COc1ccc(-c2cc(CCCC(=O)N3CCN(c4ccc(OC)cc4)CC3)no2)cc1	-3	-16	-4	0.3	71*	6	0	1	6
Cc1sc2ncnc(NCC3CCCO3)c2c1C (stereo not drawn)	7	-15	3	0.9	9	-5	10	-1	1
CCc1nnc(NC(=O)c2cnccn2)s1	1	-20	9	1	0	-6	-6	-14	2
Cc1nnc(SCC(=O)Nc2ccc(S(=O)(=O)N3CCCC3)cc2)n1N	8	-14	-4	1	5	-6	-25	2	7
CCn1c(CN2CCN(C(=O)c3ccco3)CC2)nc2c1c(=O)n(C)c(=O)n2C	4	10	4	1	-3	-1	-5	-4	7
Cc1ccc(-c2cc(C(=O)N/N=C\c3cnn(C)c3C)c3ccccc3n2)cc1C	.	-38	-3	0	99*	-1	-17	2	2
Cc1ccc(C(C)C)c(OCC(=O)Nn2c(C)nc3ccccc3c2=O)c1	4	-35	5	0.2	84*	-1	-5	-4	10
CCCCN(CCCC)S(=O)(=O)c1ccc(NS(=O)(=O)c2ccc(NC(C)=O)cc2)cc1	9	3	-8	0.2	84*	-5	-11	7	8
CC1=C(C(=O)OCC2CCCO2)C(c2ccccc2)NC(=O)N1 (stereo not drawn)	10	-3	1	0.8	18	0	-13	-4	-2
CCOc1ccc2nc(N3CCC(C(=O)N4CCN(C5CCCCC5)CC4)CC3)sc2c1	4	42	0	1.1	-7	-9	-13	-1	-4
Cc1ccc(CCN2CC(C(=O)NCCCN(C)Cc3ccccc3)CC2=O)cc1 (stereo not drawn)	.	7	12	1.2	-16	-3	-13	-13	2
COC(=O)c1sccc1OC(C)C(C)=O (stereo not drawn)	.	28	1	1	0	-3	-10	3	7
CC(C)c1ccc(NC(=O)C2CCCN(S(=O)(=O)c3cnc[nH]3)C2)cc1 (stereo not drawn)	16	-1	-1	0.4	62*	-7	-11	0	-2
O=C(NNc1nc(-c2ccccc2)cs1)c1ccccc1	.	11	1	0.5	53*	6	-13	3	-2
COc1ccc2c(c1)N(C)C(=O)CC(c1ccccc1)=N2	9	5	5	0	98*	-3	-11	-6	2
O=C(NCc1ccccc1)C1CCCN(C(=O)Nc2ccccc2)C1 (stereo not drawn)	9	0	4	0.6	44	-4	-6	-3	7
CCn1cc(C(=O)N2CC(C)CC(C)C2)c(=O)c2cc(S(=O)(=O)N3CCOCC3)ccc21 (stereo not drawn)	5	-3	10	0.9	5	5	-2	-12	5
CCOc1ccc(-c2nnn(CC(=O)NCc3cccs3)n2)cc1	7	1	0	0.9	8	3	-10	-2	-1
CCOc1ccc(NS(=O)(=O)c2ccc(NC(=S)NC(=O)CC(C)C)cc2)cc1	.	15	2	0	99*	-2	-19	-2	-3
COc1ccccc1N1CCN(C(=O)c2cn(-c3ccccc3)nc2-c2cccnc2)CC1	-5	-8	7	0.1	92*	-2	-4	-8	0
Cc1c(C(=O)N2CCCCC2)sc(NC(=O)C23CC4CC(CC(C4)C2)C3)c1C#N	5	-2	-6	.	.	7	-7	6	8
COc1ccc(-c2nc(-c3cccc(C)c3)nc(N3CCN(C)CC3)c2C#N)cc1	.	-8	-1	0.8	25	-6	-16	-1	10
COc1ccc(N(C(C)=O)C2C=CS(=O)(=O)C2)c(OC)c1 (stereo not drawn)	7	12	0	0.9	11	-4	0	-1	1
Cc1nn(C)c(C)c1S(=O)(=O)N1CCC(C(=O)Nc2ccc3c(c2)OCCO3)CC1	5	-17	-7	1.9	-92	2	10	4	8
CCOc1ccc(Nc2oc(-c3ccc(Cl)cc3)nc2C#N)cc1	7	11	-10	0.6	38	-1	-3	12	4
Cn1c(SCC(=O)NC2CCCC2)nc2cccnc21	8	10	0	1.1	-6	-6	-7	0	8
CCC(OC(=O)c1nsc(Cl)c1Cl)C(=O)NCc1ccco1 (stereo not drawn)	6	-33	4	0.4	57*	0	-4	-5	9
CCC1C2CN(C(C)=O)CC=C2C(C#N)=C(N)C1(C#N)C#N (stereo not drawn)	1	-5	-3	1	-1	-1	-9	1	9
O=S(=O)(c1ccc(Cl)cc1)c1cnc(-c2cccnc2)nc1-c1ccccc1	.	6	-10	0.6	40	1	-11	13	0
Cc1ccc(-c2nn(CC(=O)NC(C)c3ccccc3)c(=O)c3ccccc23)cc1 (stereo not drawn)	5	-14	-3	0.6	38	-2	-12	6	2
COc1ccc2c(c1)CCC(C)N2S(=O)(=O)c1ccc(C2CNC(=O)C2)cc1 (stereo not drawn)	.	-22	-1	.	.	4	-10	-6	10
O=c1c2ccccc2nc(-c2ccco2)n1CCCn1ccnc1	2	-15	1	0.3	65*	-1	-20	-1	2
CCOc1ccc(NC(=O)C2CCN(C(=O)NC3CCCCC3)CC2)cc1	5	-7	-2	.	.	-3	52*	1	2
Cc1ccc(/C=C(\C#N)C(=O)Nc2c(C)cccc2C)s1	.	-19	8	0.4	64*	-3	-6	-10	19
COc1ccccc1NC1=NCC(=O)N1Cc1ccccc1	.	6	-5	1.2	-16	-6	-8	5	7
C=CCOC(=O)C1=C(C)NC(=O)NC1c1ccc(OC(=O)c2ccco2)c(OC)c1 (stereo not drawn)	6	-2	3	0.7	34	5	-8	-4	12
COc1cccc(-n2c(C)nc3cc(C(=O)O)ccc32)c1	2	-2	1	1.3	-32	-2	-4	-2	3
CCN1CCCC1CNC(=O)C1c2cc(OC)c(OC)cc2C(=O)N(C)C1c1cccnc1 (stereo not drawn)	.	-8	-3	1	-1	3	-3	2	6
CCCn1nc(NC(=O)c2ccccn2)c2cc3cc(C)ccc3nc21	8	-12	-9	0.9	9	-3	-4	11	8

(listing goes on)
mol	Candida biofilm	Plk1 PBD FP	PTPN22 act	CYP2C9 act	CYP2C9 inhib	EphB4 ephrin blk	PLK1 kinase inh	PTPN22 inh 2	HIV Rev-RRE inh
CC(C)N1C(=O)C2ON(c3ccccc3)C(c3cccs3)C2C1=O (stereo not drawn)	-6	-8	8	0.7	34	6	-9	-10	5
CC(C)c1ccc(NC(=O)C(c2ccccc2)N2CCN(C(=O)c3ccco3)CC2)cc1 (stereo not drawn)	.	23	-6	0.6	40	10	-4	4	6
COc1ccc(-n2c(/C=C(\C)O)nc(=O)c3c(C)cc(C)nc32)cc1	5	7	-7	0.7	27	1	-13	6	8
Cc1cnc(C(=O)Nc2ccc(F)cc2)cn1	3	-10	-2	1	2	-4	-2	5	7
COC(=O)C(C(=O)NCC1CCCO1)C1CCCC1 (stereo not drawn)	2	16	-2	0.9	15	-3	-1	3	-2
Cc1ccc(F)cc1NC(=O)CCC(=O)c1cccs1	.	-5	8	0.6	44	8	-14	-8	0
CCC(C)(C)NC(=O)C(c1cccc(OC)c1)N(C(=O)c1ccn[nH]1)c1cccc(OC)c1 (stereo not drawn)	6	-13	-7	0.8	23	-3	-14	5	-1
CCOC(=O)C(NS(=O)(=O)c1ccccc1)(C(F)(F)F)P(=O)(OC(C)C)OC(C)C (stereo not drawn)	.	2	3	0.9	11	2	-13	-7	-1
COc1ccc(OC)c2sc(NC(=O)C3COc4ccccc4O3)nc12 (stereo not drawn)	4	26	-14	.	.	-5	-6	11	5
O=[N+]([O-])c1ccc(N2CCN(c3nc(-c4ccc(Cl)cc4)cs3)CC2)cc1	7	19	6	1	-1	-6	50	-4	3
CC(C)CC(c1nnnn1Cc1ccco1)N1CCN(c2cccc(Cl)c2)CC1 (stereo not drawn)	0	-2	11	0.9	9	5	-6	-12	9
COc1ccccc1C1=NOC(COC(=O)c2ccc3ccccc3n2)C1 (stereo not drawn)	.	9	3	2.2*	-121	-2	-16	-1	5
Cc1noc(C)c1COC(=O)CCOc1ccccc1	1	9	6	1.1	-7	-6	-7	-10	-1
